From PubChem
CHOP inhibitor = inhibitors of CHOP promoter induction, primary screen, cell-based, unfolded protein response, luciferase reporter | CHO-K1 CHOP-promoter luciferase, tunicamycin-induced, 15-18 h | inhibition, % at 10 µM | 220,000 compounds, 3.8% hits | AID 2732, 2010;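 active = compounds that reduced the stress-induced luciferase reporter signal by more than about 70% of percent inhibition, limit read from the data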;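 also: 0% = tunicamycin plus vehicle and 100% = wells without tunicamycin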
BaF3 tox = parental Ba/F3 cell viability inhibition, counter-screen for JAK2V617F inhibitor project, murine pro-B, CellTiter-Glo luminescence; 220,000 compounds, 1.1% hits; CellTiter-Glo ATP luminescence; inhibition, % at 5.6 µM;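 active = inhibition above a per-campaign cutoff, the mean inhibition of all tested compounds plus 3 SD, cut at about 27% in these data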;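 also: 0% = DMSO wells and 100% = JAK Inhibitor I control wells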
TNF death inh = inhibitors of TNF-alpha triggered necroptosis, primary screen, cell-based, Jurkat FADD-/-, single concentration. Jurkat FADD-/- TNF necroptosis rescue, ATP luminescence, 24 h; 0 = TNF only, 100 = no-TNF cells. activation (protection from cell death), % at 10 µM. 220,000 compounds, 0.068% hits;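 active = activation, meaning protection from cell death, of at least 50% relative to plate controls; inactive = activation below 50%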;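 also: necroptosis triggered by 40 ng/mL TNF-alpha added together with compound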
Ba/F3 V617F tox = reduced viability of JAK2V617F-dependent Ba/F3 cells, primary screen, JAK2V617F inhibitor project, cell-based, Ba/F3 EpoR-JAK2V617F, luminescence | inhibition, % at 5.6 µM | 220,000 compounds, 1.1% hits | ATP luminescence;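 active = inhibition above the campaign mean plus 3 SD over all tested compounds, cut at about 24% in these data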;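 also: cytokine-independent growth of Ba/F3 cells driven by EpoR plus mutant JAK2; 0% = DMSO-treated cells and 100% = JAK inhibitor I control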
zfTRPN1 agonist = zebrafish TRPN1 channel agonists, primary screen, cell-based, HEK293, calcium fluorescence | AID 1424, 2008 | HEK293 zebrafish TRPN1-YFP, Fluo-8 calcium fluorescence; 100% = response to 87 µM carbachol | transient receptor potential cation channel N1 (TRPN1/NompC), Danio rerio | 220,000 compounds, 0.18% hits | activation, % at 3 µM;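 active = activation above its plate's cutoff, the mean activation of test wells on that plate plus 3 SD, cut at about 19% in these data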;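 also: 0% = DMSO alone and 100% = 87 µM carbachol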
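Material: zebrafish TRPN1-YFP in HEK293 cells. Doses: one dose of 3 µM, 0.3% DMSO. Incubation: dye 1 h 37 °C plus 30 min RT. Measured by: intracellular calcium fluorescence with Fluo-8.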
Wee1 degr inh = Wee1 degradation inhibitors, primary screen, cell-based, HeLa, Wee1K328M-luciferase, luminescence | reporter increase, % at 5 µM | 220,000 compounds, 1.2% hits | HeLa Luc-Wee1K328M stability; 100% = proteasome inhibitor MG132 effect | AID 1321, 2008 | Wee1-like protein kinase (Homo sapiens), P30291;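 active = activation above the mean of all tested compounds plus 3 SD, set per screening run, cut at about 8.8% in these data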;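 also: cells exposed to compound for 20 h before luminescence read; 0% = DMSO alone and 100% = MG132 at 30 µM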
Target sequence (P30291 whole entry K328M): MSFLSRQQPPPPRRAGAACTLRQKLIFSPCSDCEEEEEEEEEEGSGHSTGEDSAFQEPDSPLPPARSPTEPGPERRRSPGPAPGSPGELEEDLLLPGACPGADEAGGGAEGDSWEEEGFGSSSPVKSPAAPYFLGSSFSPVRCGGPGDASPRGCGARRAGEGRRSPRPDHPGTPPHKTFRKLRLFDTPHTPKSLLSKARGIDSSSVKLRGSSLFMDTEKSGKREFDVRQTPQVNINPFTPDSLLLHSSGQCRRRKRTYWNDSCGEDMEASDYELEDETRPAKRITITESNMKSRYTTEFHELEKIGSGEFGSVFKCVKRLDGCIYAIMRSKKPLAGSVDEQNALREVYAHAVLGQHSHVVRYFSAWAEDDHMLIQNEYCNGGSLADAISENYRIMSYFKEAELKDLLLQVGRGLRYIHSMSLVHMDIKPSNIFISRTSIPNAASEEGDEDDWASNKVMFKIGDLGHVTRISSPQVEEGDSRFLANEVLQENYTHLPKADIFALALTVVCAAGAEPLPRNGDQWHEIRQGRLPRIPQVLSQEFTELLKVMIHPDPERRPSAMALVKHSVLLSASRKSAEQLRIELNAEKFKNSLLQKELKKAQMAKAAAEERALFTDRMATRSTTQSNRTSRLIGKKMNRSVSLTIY
PPC-1+TRAIL kill = compounds killing PPC-1 cancer cells with TRAIL present, primary screen, TRAIL potentiator project, ATPLite luminescence, uHTS; PPC-1 cells + TRAIL, ATPLite viability luminescence; cell killing (% activity), % at 4 µM; 220,000 compounds, 0.41% hits; AID 1443, 2008;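 active = cell killing above 50% in the first pass at 4 µM, then a duplicate retest at 5 µM averaging 50% or more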;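 also: plate controls were cells with TRAIL plus DMSO for no effect and medium-only wells lacking cells for full effect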
TRPML3 ag = human TRPML3 channel agonists, primary screen, cell-based, HEK293 TRPML3-YFP, Fluo-8 calcium fluorescence, 3 µM; Mucolipin-3 (Homo sapiens), Q8TDD5; 100% = the carbachol control signal; activation, % at 3 µM; 220,000 compounds, 0.29% hits;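 active = activation above its plate's cutoff, the mean activation of the plate's test wells plus 3 SD, cut at about 12% in these data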;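 also: 0% = DMSO only wells and 100% = carbachol wells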
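system = HEK293 cells stably carrying human TRPML3-YFP | doses = one concentration, 3 µM nominal, 0.3% DMSO | timing = dye loading 1 h 37 °C then 30 min ambient, 125 s read | detection = Fluo-8 calcium dye fluorescence, ex 470-495, em 515-575 nm | benchmarks = high control carbachol 87 µM, low control DMSO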
RBBP9 inhibitor = human RBBP9 inhibitors, primary screen, biochemical, fluorescence polarization, FP-Rh probe, HTS. Serine hydrolase RBBP9 (Homo sapiens), O75884. recombinant RBBP9. inhibition, % at 7.94 µM. 220,000 compounds, 0.2% hits;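 active = inhibition above the campaign mean of all tested compounds plus 3 SD, cut at about 14% in these data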;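 also: plate controls were DMSO wells with RBBP9 for no effect and wells lacking RBBP9 protein for full effect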
Target sequence (O75884 whole entry, looked up): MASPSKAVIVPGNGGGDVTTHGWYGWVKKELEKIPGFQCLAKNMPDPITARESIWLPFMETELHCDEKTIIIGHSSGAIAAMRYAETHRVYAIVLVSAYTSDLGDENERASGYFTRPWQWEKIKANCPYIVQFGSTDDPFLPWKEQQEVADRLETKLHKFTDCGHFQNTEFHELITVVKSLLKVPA
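Material: RBBP9 protein. Amount: RBBP9 at 2.5 µM in dispensed solution, before mixing. Schedule: 30 min then 45 min, 25 °C. Medium: Tris buffer pH 8.0, NaCl, Pluronic. Measured by: fluorescence polarization. Measure: percent inhibition from mP, scaled between DMSO and no-protein wells. Replication: one well per compound.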
Numbers without * were called inactive; x = no result given.

SMILES | CHOP inhibitor | BaF3 tox | TNF death inh | Ba/F3 V617F tox | zfTRPN1 agonist | Wee1 degr inh | PPC-1+TRAIL kill | TRPML3 ag | RBBP9 inhibitor
O=C(CCN1CCCCC1)N/N=C/c1ccc(Br)cc1 | -22 | -2 | 2.8 | 1 | 1.7 | 1 | 21 | 0.9 | 1
O=c1[nH]c(=O)n([C@H]2C[C@H](O)[C@@H](CO)O2)cc1F | x | 97* | -13 | 100* | 0.4 | -4 | 17 | 0.7 | -3
O=C(NCc1cccnc1)c1ccc(Cl)cc1[N+](=O)[O-] | 6 | 1 | -1.8 | 4 | 1.2 | -1 | 19 | 0.1 | -9
CNc1ncc(C(=O)c2ccc(F)cc2)s1 | -5 | 7 | 6.9 | 1 | 0.8 | 1 | 17 | 1.1 | -4
Cc1c(C(=O)OCC(=O)N2CC(C)OC(C)C2)oc2ccc(Br)cc12 (configuration not stated) | 48 | 7 | -2.9 | 4 | 1.1 | 0 | 4 | 0.7 | -5
CC1(C)Cc2ccccc2-c2nc(-c3ccccc3)oc(=O)c21 | 17 | -2 | 0.0 | -5 | -0.9 | -3 | 12 | 0.0 | -5
Cc1cc(C(=O)OCC(=O)NCc2ccco2)c(C)o1 | -2 | 8 | 1.1 | 0 | -0.5 | -2 | 17 | 0.2 | -4
CC1(C)CC2(CCCN(CC(O)(c3ccccc3)c3ccccc3)C2)CCO1 (configuration not stated) | -16 | -2 | 1.7 | -1 | -4.1 | 6 | 10 | -1.0 | -10
Cc1cccc(NC2=CC(=O)CC(C)(C)C2)c1C | 23 | 10 | -0.8 | 0 | -0.7 | 2 | 15 | 0.7 | -2
COc1cc(CO)cc(-c2cc(CO)cc(OC)c2OC)c1OC | 31 | 1 | -0.2 | -1 | 2.1 | 5 | 30 | 2.0 | 2
Cc1ccn(CC(=O)N2N=C(C(F)F)CC2(O)C(F)F)n1 (configuration not stated) | 17 | 1 | 0.9 | -2 | 0.5 | 0 | 9 | 0.9 | 4
COc1ccccc1NCC(=O)N/N=C(\C)c1cccs1 | -16 | 6 | -0.1 | 2 | 1.1 | 0 | x | 0.7 | -1
N/C(=N\OC(=O)c1cnn(-c2ccccc2)c1C(F)(F)F)c1ccc(C(F)(F)F)cc1 | -16 | -2 | -0.4 | 1 | 1.9 | -2 | 18 | 1.0 | -8
O=C(C(=C1NCCN1)n1cncn1)c1ccccc1 | 5 | 5 | -0.1 | 1 | 1.1 | 4 | -15 | 1.2 | -9
CCN(CC)CCN1CCn2c3c(c4cc(C)ccc42)CCCC31 (configuration not stated) | 6 | 8 | 9.4 | 6 | 0.2 | 0 | 17 | 1.7 | -1
CCCCn1c(=O)[nH]c(=O)c2c1nc(COc1ccc(C#N)cc1)n2CCC | 36 | 4 | -0.7 | 3 | -0.1 | -4 | -3 | -0.9 | -4
O=C(Nc1cccc(C(F)(F)F)c1)C1CCCCC1 | 51 | 0 | 5.5 | -5 | -2.0 | 2 | 21 | 0.7 | 3
C/C(Cl)=C\CNC(C)c1ccccc1 (configuration not stated) | 22 | 1 | 2.5 | 0 | 0.8 | -1 | 15 | 1.0 | -3
CCC(=O)NC(c1cccc([N+](=O)[O-])c1)c1c(O)ccc2ccccc12 (configuration not stated) | 7 | 4 | 0.7 | -2 | -1.5 | -1 | 9 | -1.2 | -5
COc1ccccc1N1CCN(Cc2cc(=O)n3ccsc3n2)CC1 | 15 | 7 | -2.2 | 1 | 0.3 | 0 | 7 | 0.6 | -4
CCCCSc1nnc(-c2c[nH]c3ccccc23)n1C | 38 | 5 | -1.9 | -4 | 1.9 | 2 | 14 | 0.5 | 2
O=C(c1ccc(N2C(=O)C3CCCCC3C2=O)cc1)N1CCCCC1 (configuration not stated) | 11 | 4 | 1.0 | -3 | -0.8 | 0 | 16 | 0.6 | -2
CCOc1ccccc1OCCOc1ccccc1OC(C)C | 70 | 4 | -0.5 | 0 | -0.7 | 0 | -11 | -0.4 | -5
O=C(NCCCO)c1cc([N+](=O)[O-])cc2c1C=Cc1ccccc1O2 | 22 | 7 | -0.4 | 5 | -1.9 | -1 | -10 | -0.7 | -8
Cc1nc2ccc(S(=O)(=O)NC(C(=O)N3CCC(C)CC3)C(C)C)cc2s1 (configuration not stated) | 11 | 1 | 0.4 | -4 | -0.6 | 0 | 10 | 3.8 | -13
O=C(NC1CCS(=O)(=O)C1)c1ccc(-c2ccc(Br)cc2)o1 (configuration not stated) | -19 | 5 | -4.7 | 3 | 4.1 | 0 | -8 | 1.0 | -4
O=C(CSc1ccccn1)Nc1ccc(NC(=O)CSc2ccccn2)cc1 | 59 | 10 | 0.2 | -3 | 0.6 | 0 | 8 | 0.6 | -8
COc1cccc(C(=O)NC2=NCCS2)c1 | 22 | 6 | -1.7 | -1 | 0.5 | -3 | 22 | -0.2 | -1
C#CCSc1nnc(-c2ccc(C)cc2)o1 | -5 | 0 | -0.3 | -3 | -1.4 | 0 | 17 | 0.2 | 0
CCCCN1C(=O)C2(NNc3ccccc3O2)c2ccccc21 (configuration not stated) | 103* | 3 | -0.6 | -5 | 3.8 | 0 | 32 | 2.5 | 1
CCCCCCn1cc(C(=O)OCC)c(=O)c2cc(F)c(F)cc21 | 35 | -5 | -2.0 | -1 | -1.8 | 1 | 3 | -0.9 | -7
Cc1ccc(C(=O)OCCN(C)Cc2ccccc2)cc1 | -4 | 3 | -0.1 | -3 | -1.9 | 9.2* | 0 | 0.6 | 9
Cc1ccc(-c2noc(CSc3nnnn3C3CCCCC3)n2)cc1 | 53 | 4 | 0.2 | -4 | -0.8 | -3 | 10 | -0.4 | -6
Cc1cc(C)cc(NC(=S)/N=C(\N)Nc2nc(C)c3ccccc3n2)c1 | 31 | 3 | -8.8 | 2 | 0.5 | 7 | 21 | 1.3 | 1
O=c1c2c3c(sc2nc2n1CCCCC2)C(O)CCC3 (configuration not stated) | -48 | 12 | -1.1 | 6 | 0.8 | -1 | -2 | -0.3 | -7
Cc1ccc(CC(=O)Nc2ccc([N+](=O)[O-])cc2C)cc1 | -32 | 3 | 28 | 1 | -1.1 | -1 | 2 | -0.5 | -6
C=CCN1C(=O)C2C(C(=O)NC)C3(C)C=CC2(O3)C1C(=O)NCc1ccc(OC)cc1 (configuration not stated) | 18 | 2 | 2.1 | -4 | -0.4 | 2 | -8 | 0.8 | -7
COc1ccc2nc(SCC(=O)N(C)C3CCCCC3)c(C#N)cc2c1 | 12 | 4 | -0.4 | 1 | -1.4 | 4 | 4 | 0.0 | -11
O=C(c1ccc(-n2cccc2)cc1)N1CCN(Cc2ccccc2)CC1 | 29 | 0 | -2.9 | -3 | 0.7 | 3 | 2 | 0.5 | -5
O=C(O/N=C(/c1ccccc1)c1ccncc1)c1ccccc1[N+](=O)[O-] | 5 | 6 | -0.5 | -4 | -0.8 | -3 | -7 | -0.4 | 2
COc1ccccc1N1CCN(C(=O)CN(C)S(=O)(=O)c2ccc3c(c2)c(=O)n(C)c(=O)n3C)CC1 | -9 | 15 | 0.2 | 0 | 0.6 | 2 | 19 | 0.7 | -5
O=C(O)c1cccc(Cn2c(Cl)c(/C=N/NC(=O)c3ccccc3)sc2=O)c1 | 24 | 2 | -0.7 | 1 | -0.2 | -3 | 2 | 0.2 | -8
CCCN(CC(=O)Nc1ccc(Cl)cc1Cl)C(=O)/C=C/c1cc(OC)ccc1OC | 28 | 5 | 1.5 | -1 | 3.6 | -2 | 22 | -0.6 | -6
CC1=CN2CC(O)CN=C2C=C1 (configuration not stated) | 22 | 3 | -0.3 | 0 | -0.5 | -1 | -4 | 0.9 | -10
COc1cc(OC)cc(C(=O)NC2CCN(Cc3nnnn3Cc3cccs3)CC2)c1 | 17 | 2 | 1.2 | -1 | -1.0 | 1 | -10 | -0.2 | -4
COCCn1c(=NC(=O)/C=C/c2cccs2)sc2cc(NC(C)=O)ccc21 | 105* | 6 | -2.1 | 1 | 1.8 | -1 | 7 | 0.9 | -4
NC(=O)Cn1c(=O)n(CCC(=O)NCCSCc2ccccc2)c(=O)c2ccccc21 | 14 | 6 | -0.6 | -1 | -0.1 | 3 | 22 | 0.1 | 2
CCn1c(CNC(=O)c2ccc3c(c2)OCO3)nnc1SCC(=O)Nc1cc(C)ccc1OC | 53 | 4 | -3.2 | 0 | -0.8 | -1 | 24 | -0.8 | -2

Given with each value named: part of the list above.
structure: COc1cc(OC)cc(C(=O)NC2CCN(Cc3nnnn3Cc3cccs3)CC2)c1
- CHOP inhibitor: 17
- BaF3 tox: 2
- TNF death inh: 1.2
- Ba/F3 V617F tox: -1
- zfTRPN1 agonist: -1.0
- Wee1 degr inh: 1
- PPC-1+TRAIL kill: -10
- TRPML3 ag: -0.2
- RBBP9 inhibitor: -4

structure: COc1ccccc1N1CCN(C(=O)CN(C)S(=O)(=O)c2ccc3c(c2)c(=O)n(C)c(=O)n3C)CC1
- CHOP inhibitor: -9
- BaF3 tox: 15
- TNF death inh: 0.2
- Ba/F3 V617F tox: 0
- zfTRPN1 agonist: 0.6
- Wee1 degr inh: 2
- PPC-1+TRAIL kill: 19
- TRPML3 ag: 0.7
- RBBP9 inhibitor: -5

Next compounds follow.
SMILES | CHOP inhibitor | BaF3 tox | TNF death inh | Ba/F3 V617F tox | zfTRPN1 agonist | Wee1 degr inh | PPC-1+TRAIL kill | TRPML3 ag | RBBP9 inhibitor
Cc1cc([N+](=O)[O-])cc2c1NC(=O)C2(O)N1CCCCCC1 (configuration not stated) | 1 | 8 | 2.2 | 3 | 1.8 | 4 | 16 | 0.6 | -7
CCCNCc1cc(OCC)c(OCC(N)=O)cc1Br | 1 | 1 | -0.5 | -3 | 0.5 | 1 | 3 | 0.4 | -3
CCOc1cc(N2CCOCC2)c(OCC)cc1NC(=O)CN1C(=O)C2CC=CCC2C1=O (configuration not stated) | -14 | 5 | 0.8 | -1 | 0.9 | -2 | 0 | 0.8 | 1
CCOCCn1c(SCc2c(F)cccc2Cl)nc2c1c(=O)[nH]c(=O)n2C | 32 | 9 | -2.8 | 3 | 0.6 | -1 | 5 | -0.1 | -5

This is a random part of the collection; about 6.8% have a hit in one of these screens.
